Insulin prom inh: TRM-6 insulin promoter activity inhibition | TRM-6 cells (human fetal islet line), insulin promoter-eGFP reporter, imaging; reporter expression induced with tamoxifen | inhibition, % at 2 µM | 130,000 compounds, 0.9% hits;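 active = inhibition above the mean plus 3 SD, with well images judged a real hit on visual review, cut at about 60% in these data, passing the limit was not always enough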
SDO1 yeast rescue: compounds rescuing growth of sdo1-depleted yeast, bone marrow failure model. S. cerevisiae sdo1-depleted JHY4D growth rescue, OD600 30 h; hits give high values; pdr5 snq2 efflux-pump mutant strain. z-score at 10 µM. 140,000 compounds, 0.21% hits. AID 817;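 active = z-score above 3 at both the 24 hr and the 30 hr optical density reads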;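 also: z-score against mean and SD of all compound wells on the same plate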
SDO1 yeast rescue Rescue 24 h: also measured in SDO1 yeast rescue; calls as there; z-score; S. cerevisiae sdo1-depleted JHY4D growth rescue, OD600; measured here: growth rescue at 24 h;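 0 is the plate mean of compound wells and units are plate SD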
Numbers without * were called inactive; / = no result given. The list is partial; the hit share may differ from the screen's.

[1] Cc1nc(NC(=O)c2oc3ccccc3c2C)sc1C(=O)N(C)C
[2] O=C(COC(=O)[C@H](Cc1ccccc1)N1C(=O)c2ccccc2C1=O)Nc1ccc2c(c1)OCO2
[3] COc1ccc(Cl)cc1NC(=O)CSc1nnc(COc2ccccc2)n1C
[4] CC(NC(=O)C1CCCN1S(=O)(=O)c1cccc2cccnc12)c1ccccc1 (configuration not stated)
[5] CCN(CC)C(=O)CSc1nc2ccccc2o1
[6] O=C(NCCN1CCOCC1)c1nn2c(c1Cl)NC(c1ccccc1)CC2C(F)(F)F (configuration not stated)
[7] COCC(O)CSc1nc(C)[nH]c1[N+](=O)[O-] (configuration not stated)
[8] Cc1ccc(N2C(=O)NC(NC(=O)c3ccc(Cl)cc3)(C(F)(F)F)C2=O)cc1 (configuration not stated)
[9] O=C1CCCC/C1=C\Nc1ccc(O)cc1
[10] CC(C)NC(=O)C1CC(=O)N(c2ccc(F)c(Cl)c2)C1 (configuration not stated)

| Assay by compound | 1 | 2 | 3 | 4 | 5 | 6 | 7 | 8 | 9 | 10 |
| --- | --- | --- | --- | --- | --- | --- | --- | --- | --- | --- |
| Insulin prom inh | -9 | -9 | / | / | 15 | / | 25 | -53 | -41 | / |
| SDO1 yeast rescue | 0.46 | 0 | -2 | -0.29 | 0.44 | 0.58 | 0.55 | -0.49 | 1.4 | 1.6 |
| SDO1 yeast rescue Rescue 24 h | 0.66 | 0.67 | -0.88 | -0.84 | -0.24 | 0.2 | 1.7 | -0.76 | 1.4 | 2.5 |

[11] COc1ccc(N/C=C2\CCOC2=O)cc1
[12] COCC(C)NC(=O)CCSc1nc(-c2ccc(OC)cc2)cc(C(F)(F)F)n1 (configuration not stated)
[13] O=C1OCc2cc(-n3cccc3)ccc21
[14] O=C(Cc1c(C(=O)O)[nH]c2ccccc12)Nc1ccc2c(c1)OCO2
[15] CC1=C(C(=O)N2CCCC(C(=O)c3cccc(C(F)(F)F)c3)C2)OCCO1 (configuration not stated)
[16] O=C(c1ccc(NS(=O)(=O)c2ccccc2)cc1)N1CCCC1
[17] Cc1cc2c(c(N)n1)c(=O)oc1ccccc12
[18] O=C(Nc1nc(NC(=O)c2ccco2)n(-c2ccccc2)n1)c1ccccc1
[19] Cc1cc2nc(-c3ccc(SCC(=O)Nc4nccs4)nc3)[nH]c2cc1C
[20] COC(=O)C1=C(C(=O)OC)SC(=C2C(=S)C(C)(C)N(C(=O)CC(C)C)c3ccccc32)S1

| Assay by compound | 11 | 12 | 13 | 14 | 15 | 16 | 17 | 18 | 19 | 20 |
| --- | --- | --- | --- | --- | --- | --- | --- | --- | --- | --- |
| Insulin prom inh | 26 | 56 | -57 | / | -14 | 50 | / | 20 | / | -11 |
| SDO1 yeast rescue | 0.58 | -1.3 | / | 0.06 | / | 1.4 | 0.48 | 0.55 | -1.1 | -0.5 |
| SDO1 yeast rescue Rescue 24 h | 1 | -1.2 | / | -0.43 | / | -0.04 | -0.42 | 0.87 | 0.01 | -0.72 |

Retrieved one by one from above:
[12] COCC(C)NC(=O)CCSc1nc(-c2ccc(OC)cc2)cc(C(F)(F)F)n1 (configuration not stated)
[20] COC(=O)C1=C(C(=O)OC)SC(=C2C(=S)C(C)(C)N(C(=O)CC(C)C)c3ccccc32)S1
[16] O=C(c1ccc(NS(=O)(=O)c2ccccc2)cc1)N1CCCC1
[11] COc1ccc(N/C=C2\CCOC2=O)cc1
[15] CC1=C(C(=O)N2CCCC(C(=O)c3cccc(C(F)(F)F)c3)C2)OCCO1 (configuration not stated)

| Assay by compound | 12 | 20 | 16 | 11 | 15 |
| --- | --- | --- | --- | --- | --- |
| Insulin prom inh | 56 | -11 | 50 | 26 | -14 |
| SDO1 yeast rescue | -1.3 | -0.5 | 1.4 | 0.58 | / |
| SDO1 yeast rescue Rescue 24 h | -1.2 | -0.72 | -0.04 | 1 | / |

(more compounds)
[21] C=CCSc1nnc(NC(=O)c2ccc(S(=O)(=O)NCC3CCCO3)cc2)s1 (configuration not stated)
[22] C(=C\c1nc(N2CCCC2)c2ccccc2n1)/c1ccccc1
[23] Cc1cccc(N2CCN(C(=O)Cc3ccc(-n4c(=O)[nH]c5ccsc5c4=O)cc3)CC2)c1C
[24] CCCc1cc2c(=O)c(-c3ccccn3)coc2cc1OC
[25] COc1ccc2cc(-c3cc(C(=O)OCC(=O)NC4CCS(=O)(=O)C4)c4ccccc4n3)ccc2c1 (configuration not stated)
[26] Cc1c(C(c2ccc([N+](=O)[O-])cc2)c2c(C)n(C)n(-c3ccccc3)c2=O)c(=O)n(-c2ccccc2)n1C
[27] O=C(NC1CCCCCC1)C1CCCN(S(=O)(=O)c2cnc[nH]2)C1 (configuration not stated)
[28] C[C@@H]1CN(C2CCN(Cc3nc(CC4CC4)no3)CC2)C[C@H](C)O1
[29] CC(NC(=O)c1ccc(F)cc1)C(c1cccs1)N1CCN(C)CC1 (configuration not stated)
[30] CCCn1c2c(c(O)c(C(=O)Nc3ccc(C)cn3)c1=O)CCCC2

| Assay by compound | 21 | 22 | 23 | 24 | 25 | 26 | 27 | 28 | 29 | 30 |
| --- | --- | --- | --- | --- | --- | --- | --- | --- | --- | --- |
| Insulin prom inh | -34 | / | 36 | / | -16 | / | / | -43 | -47 | 28 |
| SDO1 yeast rescue | 0.97 | -1.2 | 0.74 | -1.3 | 1.2 | 1.3 | 1.6 | / | 0.43 | / |
| SDO1 yeast rescue Rescue 24 h | 0.62 | -1.2 | 0.55 | -0.02 | 0.96 | 2.7 | 1.9 | / | 0.35 | / |

Three entries from above, with values ahead of the structure:
item | Insulin prom inh | SDO1 yeast rescue | SDO1 yeast rescue Rescue 24 h | Structure
21 | -34 | 0.97 | 0.62 | C=CCSc1nnc(NC(=O)c2ccc(S(=O)(=O)NCC3CCCO3)cc2)s1 (configuration not stated)
22 | / | -1.2 | -1.2 | C(=C\c1nc(N2CCCC2)c2ccccc2n1)/c1ccccc1
23 | 36 | 0.74 | 0.55 | Cc1cccc(N2CCN(C(=O)Cc3ccc(-n4c(=O)[nH]c5ccsc5c4=O)cc3)CC2)c1C

High-throughput results from PubChem.
